# Source: PubChem BioAssay
# E coli Lon inh = inhibits E. coli Lon protease; purified E. coli Lon protease, fluorescence polarization; inhibition, % at 7.94 µM; actives 0.42% (n = 360,000); AID 602123; in the data active = inhibition above about 13%, passing the limit was not always enough;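 note: 0% = enzyme with probe and DMSO and 100% = no enzyme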
# MT1-MMP act inh = blocks activation of human MT1-MMP. actives 0.061% (n = 360,000). P50281. GFP/RFP ratio change, % at 20 µM. HT1080 RFP-PRO-GFP cells, GFP/RFP ratio fluorescence, overnight; percent of plate control window, DMSO zero;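 active = GFP/RFP ratio change of at least 30% with cell ATP level not reduced by more than half and red fluorescence within 50% of control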; note: strong numbers were not always called active
#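 Read-out: GFP/RFP fluorescence ratio; Test system: RFP-PRO-GFP reporter HT1080 cells; Compound dosing: single-point 20 µM compound, 1% DMSO; Times: overnight compound exposure at 37 °C.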
# Rin1-Abl PPI inh = human Rin1-Abl interaction inhibition | P00519+Q13671 | TR-FRET Rin1/Abl binding, biochemical | inhibition, % at 7.35 µM | actives 0.4% (n = 360,000); in the data active = inhibition above about 5%, passing the limit was not always enough
# CendR NRP1 mod = alters CendR peptide binding to human NRP-1. inhibition, % at 25 µM. FAM-RPARPAR peptide binding to NRP-1, fluorescence polarization. AID 602438. actives 0.85% (n = 360,000);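 active = inhibition or corrected inhibition above about 18%, plus a signal ratio from 0.5 to 1.5, limit read from the data, passing the limit was not always enough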; note: strong numbers were not always called active
# PABP1 MLLE inh = inhibitors of microRNA-mediated deadenylation, human PABP1 MLLE binding; AID 588489; actives 0.36% (n = 360,000); GST-MLLE / FITC-PAM2 fluorescence polarization; inhibition, % at 20 µM; in the data active = inhibition above about 35%, passing the limit was not always enough;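 note: plate controls were DMSO wells with GST-MLLE for no effect and wells lacking GST-MLLE protein for full effect; some results filed as inactive read as strong as hits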
# Neddylation inh = blocks human cullin neddylation | TR-FRET cullin neddylation, biochemical | calls only at 25 µM | actives 0.58% (n = 360,000); in the data active = inhibition above about 36%
# MsrA act = activates bovine MsrA enzyme; actives 0.3% (n = 360,000); AID 602163; purified bovine MsrA, absorbance read-out; activation, % at 10.6 µM; in the data active = activation above about 7.5%;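 note: 0% = vehicle and 100% = reference activator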
# FAS-TE inh = FAS thioesterase (human) inhibition | P49327 | recombinant FAS-TE, OMFH fluorogenic substrate, fluorescence endpoint | inhibition, % at 15 µM | actives 0.67% (n = 360,000) | AID 602261;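 active = compounds whose normalised, plate-corrected inhibition of enzyme fluorescence in the single-dose primary screen is 50% or more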;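 note: 0% = DMSO with enzyme and 100% = substrate without enzyme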
# Target sequence (P49327 whole entry, looked up): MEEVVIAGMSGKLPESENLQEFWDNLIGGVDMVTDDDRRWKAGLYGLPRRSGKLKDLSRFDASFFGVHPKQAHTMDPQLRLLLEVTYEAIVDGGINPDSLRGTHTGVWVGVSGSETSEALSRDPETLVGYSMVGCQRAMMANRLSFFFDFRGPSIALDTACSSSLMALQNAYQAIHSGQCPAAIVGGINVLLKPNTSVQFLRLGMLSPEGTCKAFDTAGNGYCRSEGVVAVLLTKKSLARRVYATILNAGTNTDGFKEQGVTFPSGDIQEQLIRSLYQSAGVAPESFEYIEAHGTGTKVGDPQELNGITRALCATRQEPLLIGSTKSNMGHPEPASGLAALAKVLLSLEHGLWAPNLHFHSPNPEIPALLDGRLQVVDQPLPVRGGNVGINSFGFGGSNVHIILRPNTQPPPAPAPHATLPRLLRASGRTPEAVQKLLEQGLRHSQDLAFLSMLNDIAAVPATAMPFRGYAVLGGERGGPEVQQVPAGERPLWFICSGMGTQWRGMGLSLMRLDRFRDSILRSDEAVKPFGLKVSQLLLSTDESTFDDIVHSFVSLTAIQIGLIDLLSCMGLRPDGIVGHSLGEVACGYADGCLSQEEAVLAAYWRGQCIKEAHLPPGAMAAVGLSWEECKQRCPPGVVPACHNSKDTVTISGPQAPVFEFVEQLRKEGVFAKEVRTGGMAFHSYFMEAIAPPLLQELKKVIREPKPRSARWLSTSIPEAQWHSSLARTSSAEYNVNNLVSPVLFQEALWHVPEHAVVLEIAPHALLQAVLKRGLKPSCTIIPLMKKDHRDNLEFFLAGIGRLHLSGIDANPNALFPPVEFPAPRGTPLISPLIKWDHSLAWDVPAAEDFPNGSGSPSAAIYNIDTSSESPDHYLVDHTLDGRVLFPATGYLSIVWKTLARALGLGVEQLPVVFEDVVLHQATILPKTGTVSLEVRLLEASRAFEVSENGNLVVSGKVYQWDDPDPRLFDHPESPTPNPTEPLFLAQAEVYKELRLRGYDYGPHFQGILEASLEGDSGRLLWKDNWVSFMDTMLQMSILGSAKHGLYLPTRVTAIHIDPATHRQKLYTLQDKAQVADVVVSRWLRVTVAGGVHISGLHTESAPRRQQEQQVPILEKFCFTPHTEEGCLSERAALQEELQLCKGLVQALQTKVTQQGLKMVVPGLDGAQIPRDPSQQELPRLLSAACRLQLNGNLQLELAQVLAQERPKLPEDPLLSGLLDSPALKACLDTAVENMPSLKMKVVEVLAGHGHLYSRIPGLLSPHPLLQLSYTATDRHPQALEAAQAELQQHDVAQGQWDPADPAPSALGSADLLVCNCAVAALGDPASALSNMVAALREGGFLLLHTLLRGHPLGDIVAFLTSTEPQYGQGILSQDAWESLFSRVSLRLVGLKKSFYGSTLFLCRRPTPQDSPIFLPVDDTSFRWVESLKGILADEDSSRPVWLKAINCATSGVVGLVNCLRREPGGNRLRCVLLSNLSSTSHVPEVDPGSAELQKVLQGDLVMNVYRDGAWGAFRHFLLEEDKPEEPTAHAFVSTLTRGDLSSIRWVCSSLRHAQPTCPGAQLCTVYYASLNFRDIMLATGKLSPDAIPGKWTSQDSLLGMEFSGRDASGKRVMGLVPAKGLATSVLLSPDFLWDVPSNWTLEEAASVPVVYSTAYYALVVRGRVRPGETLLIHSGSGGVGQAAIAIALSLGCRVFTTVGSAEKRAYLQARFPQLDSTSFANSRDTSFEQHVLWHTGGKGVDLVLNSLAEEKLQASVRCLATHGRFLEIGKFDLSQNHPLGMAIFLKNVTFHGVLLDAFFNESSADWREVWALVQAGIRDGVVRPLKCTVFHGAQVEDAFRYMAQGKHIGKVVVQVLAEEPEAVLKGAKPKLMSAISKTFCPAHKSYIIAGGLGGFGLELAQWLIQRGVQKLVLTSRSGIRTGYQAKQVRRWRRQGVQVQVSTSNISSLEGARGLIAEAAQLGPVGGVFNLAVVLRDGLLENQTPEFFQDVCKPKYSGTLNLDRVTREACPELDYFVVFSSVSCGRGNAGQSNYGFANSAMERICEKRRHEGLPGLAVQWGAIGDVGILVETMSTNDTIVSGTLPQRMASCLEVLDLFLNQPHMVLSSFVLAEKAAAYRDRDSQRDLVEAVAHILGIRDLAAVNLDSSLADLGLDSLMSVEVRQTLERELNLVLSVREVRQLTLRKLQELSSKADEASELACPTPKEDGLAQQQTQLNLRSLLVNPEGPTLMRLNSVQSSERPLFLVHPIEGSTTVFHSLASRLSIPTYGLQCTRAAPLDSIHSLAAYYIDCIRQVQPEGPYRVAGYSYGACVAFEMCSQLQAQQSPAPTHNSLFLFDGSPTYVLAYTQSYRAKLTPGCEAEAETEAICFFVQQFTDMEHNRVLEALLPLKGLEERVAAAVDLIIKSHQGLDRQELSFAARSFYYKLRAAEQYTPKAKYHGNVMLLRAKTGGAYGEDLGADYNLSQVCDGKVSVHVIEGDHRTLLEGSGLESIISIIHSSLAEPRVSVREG
# SKN-1 block = blocks SKN-1 activity in C. elegans | inhibition, % at 21.8 µM | actives 0.49% (n = 360,000) | C. elegans VP596 Pgst-4::GFP/RFP ratio, acrylamide-induced, 24 h;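 active = interference check ratio from 0.5 to 1.5 plus GFP to RFP signal ratio inhibition reaching or exceeding a fixed threshold, cut at about 30% in these data, passing the limit was not always enough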; note: some compounds called inactive have numbers as strong as hits
# Numbers without * were called inactive; i = inactive; nt = no result given.
SMILES,E coli Lon inh,MT1-MMP act inh,Rin1-Abl PPI inh,CendR NRP1 mod,PABP1 MLLE inh,Neddylation inh,MsrA act,FAS-TE inh,SKN-1 block
COc1cccc(N=CC2=C(O)CCCC2=O)c1,1,4,0,8,-3,i,-4,1,-10
O=CN1CC(=O)N(c2ccccc2)c2c([nH]c3ccccc23)C1,13,3,-4,2,3,i,-1,-6,11
Cc1ccc(CCN2CC(C(=O)NCCCN3CCOCC3)CC2=O)cc1 (centres undefined),0,1,-1,-10,13,i,1,0,1
CN(C)c1ccc(/C=N/N(CCO)C2=NS(=O)(=O)c3ccccc32)cc1,17,-48,-4,142,154,i,1,-134,10
Cc1ccc(C(=O)Nc2cc3ccccc3oc2=O)cc1,-5,-2,2,-8,-9,nt,2,0,0
Cc1noc(C)c1C(=O)Nc1nnc(-c2ccccc2)s1,2,4,3,4,-4,i,-6,-7,8
O=C(Nn1cnc2ccccc2c1=O)c1cccc(Cl)c1,-11,2,5,0,-2,i,3,-4,-2
CC12CC(O)C3C(CCC4=CC(=O)CCC43C)C1CCC2=CCO (centres undefined),-6,-1,2,6,-7,i,-3,-4,-13
O=C(O)c1ccc(CNC(=O)c2ccc(S(=O)(=O)N3CCCC3)cc2)cc1,-2,8,-1,7,-8,i,-4,-5,6
CC(=O)N1CCC(C(=O)N2c3ccccc3N=C(c3ccc(C(F)(F)F)cc3)C2C(=O)NC2CCCC2)CC1 (centres undefined),nt,4,nt,5,nt,nt,nt,nt,-21
O=C(CCN=C1NS(=O)(=O)c2ccccc21)OCc1c(F)c(F)c(F)c(F)c1F,-10,-2,5,0,-4,i,-1,2,2
O=C(/C=C/c1ccccc1)Oc1cccc2cccnc12,7,2,3,1,8,i,0,3,-9
CC(C)(C)N1C(=O)[C@H]2[C@@H](c3ccc(Br)cc3)N3C(=O)N(c4ccccc4)C(=O)[C@@]3(C)[C@H]2C1=O,7,-3,3,2,6,i,1,8,9
CCOc1ccc(N2CC(C(=O)N3CCCC3)CC2=O)cc1 (centres undefined),4,2,2,-18,-5,i,-2,2,13
O=C(Cn1nnc(-c2ccccc2F)n1)NCc1ccco1,7,3,5,9,5,i,-1,-6,2
COc1ccccc1C(=O)O/N=C(\N)c1ccccn1,3,4,-1,-3,6,i,-2,-5,-5
Cc1sc2ncnc(N3CCN(C(=O)c4ccco4)CC3)c2c1C,12,-9,4,10,-15,i,-5,-4,3
Cc1ccccc1-n1c(C)nnc1SCC(=O)N(C)C1CCS(=O)(=O)C1 (centres undefined),-2,-2,2,2,2,i,-1,-2,2
C=CC(=O)NCCCc1cc(C(C)(C)C)c(O)c(C(C)(C)C)c1,-2,-3,5,-10,7,i,-6,-3,-8
Cc1cc(C)n(C(C[N+](=O)[O-])c2ccc(Cl)cc2)n1 (centres undefined),-6,2,2,1,13,i,4,-1,-26
CNC(=O)c1[nH]nc2c1CCc1ccccc1-2,4,6,1,12,0,i,0,-1,22
CCN(c1ccc(OC)cc1)S(=O)(=O)N1CCCC(C(=O)NCc2cccc(C)c2)C1 (centres undefined),-7,-1,1,-12,-10,i,1,8,-12
COc1ccccc1N1CCN(S(=O)(=O)c2ccc(Cl)s2)CC1,-5,-4,-1,2,4,i,0,22,3
O=C(Nc1nnc(C2CC2)s1)c1ccc(Cl)nc1,-13,3,-2,4,0,i,-2,-8,17
CN(C)CCCNC(=O)/C(=C/c1ccc(-c2ccc([N+](=O)[O-])cc2)o1)NC(=O)c1ccccc1,-6,-14,-7,-4,-37,i,-6,28,5
CCCCn1c(N)c(N(CCOC)C(=O)CCN2C(=O)C3CC=CCC3C2=O)c(=O)[nH]c1=O (centres undefined),-9,2,4,-2,-2,i,2,-8,-14
COc1cccc(NC(=O)Nc2ccccc2SC)c1,-11,5,-1,-3,6,i,-4,-2,-3
CCOC(=O)N1CCC(NC(=O)c2ccc(CS(=O)(=O)c3ccc(OC)cc3)o2)CC1,-8,nt,1,-3,-5,i,-12,-6,13
CC1CCCCC12NC(=O)N(CC(=O)Nc1cccnc1Cl)C2=O (centres undefined),4,2,3,5,9,i,-7,-7,-15
COc1ccc(C2CC(=O)C(C=NCCN3CCN(C(=S)Nc4ccccc4)CC3)=C(O)C2)cc1 (centres undefined),-1,0,1,7,-99,i,-8,-1,-2

# A section taken from the entries so far, for reference:
SMILES,E coli Lon inh,MT1-MMP act inh,Rin1-Abl PPI inh,CendR NRP1 mod,PABP1 MLLE inh,Neddylation inh,MsrA act,FAS-TE inh,SKN-1 block
COc1ccccc1C(=O)O/N=C(\N)c1ccccn1,3,4,-1,-3,6,i,-2,-5,-5
Cc1sc2ncnc(N3CCN(C(=O)c4ccco4)CC3)c2c1C,12,-9,4,10,-15,i,-5,-4,3
Cc1ccccc1-n1c(C)nnc1SCC(=O)N(C)C1CCS(=O)(=O)C1 (centres undefined),-2,-2,2,2,2,i,-1,-2,2
C=CC(=O)NCCCc1cc(C(C)(C)C)c(O)c(C(C)(C)C)c1,-2,-3,5,-10,7,i,-6,-3,-8

# Continued.
SMILES,E coli Lon inh,MT1-MMP act inh,Rin1-Abl PPI inh,CendR NRP1 mod,PABP1 MLLE inh,Neddylation inh,MsrA act,FAS-TE inh,SKN-1 block
OCCCn1c(C2CCCN2c2nc(-c3ccc(F)cc3)cs2)nc2cc(C(F)(F)F)ccc21 (centres undefined),0,-4,1,8,-7,i,-1,40,14
Cc1cc(OC(C)C(N)=O)nc(-c2ccccc2)n1 (centres undefined),4,2,1,0,-1,i,0,-11,18
CCN(CCCC(=O)c1ccc(F)cc1)CCc1ccccc1,-10,2,0,-5,-14,i,-1,-3,-4
O=C(CSc1nnc(Cc2ccc(Cl)cc2)o1)Nc1ccccc1,-10,2,-1,9,17,i,-2,5,-1
COCCCNc1ncnc2sc3c(c12)CCC(C)C3 (centres undefined),3,-1,-1,10,0,i,-5,1,4
Cc1cc(C)nc(NS(=O)(=O)c2ccc(NC(=S)NC(=O)C(C)C)cc2)n1,-2,-8,2,3,27,i,-5,-5,-19
COc1cccc(C(c2sc3ncnn3c2O)N2CCc3ccccc3C2)c1 (centres undefined),-7,1,-2,-9,13,i,-3,-62,-6
COc1ccc(OC)c(NC(=O)CSc2nnc(C)n2Cc2ccccc2)c1,-7,7,4,-3,-24,i,-9,-11,-2
Cc1ccccc1CN1CCN(C(=O)[C@H]2O[C@@H](n3ccc(=O)[nH]c3=O)[C@H](O)[C@@H]2O)CC1,0,5,1,14,-7,i,-1,-7,5
CCCc1cc(C(=O)Nc2ccc(Cl)cn2)cs1,-11,-3,5,8,0,i,-3,15,35*
CCN(c1ccccc1)S(=O)(=O)c1nnc(NC(=O)C(C)C)s1,-5,0,-1,11,10,i,-8,-4,11
CS(=O)(=O)N(CC(=O)N1CCOCC1)c1ccccc1,-5,-1,2,10,2,i,-3,-2,6
CCOCCn1c(N2CCN(c3ccccc3)CC2)nc2c1c(=O)n(C)c(=O)n2C,-1,0,0,-7,-6,i,-1,-4,13
CC(C)Oc1ccc(C2CC(=O)N(c3cccc(C(=O)O)c3)C2=O)cc1 (centres undefined),-11,2,3,7,3,i,-6,-3,1
CCc1ccc(N(CC(=O)NC)S(C)(=O)=O)cc1,1,3,-1,0,6,i,-3,-8,2
COc1ccccc1/C=C/c1nc2ccccc2c(=O)o1,-5,0,-3,6,-11,nt,-5,28,5
Cc1ccc2ncnc(Nc3ccc(C)c(C)c3)c2c1,0,1,0,-8,6,nt,1,9,10
Cc1ccc(-n2nc(C(=O)N3CCOCC3)cc2-c2ccc(Cl)cc2)cc1,-1,-7,-1,-2,-6,i,-3,14,21
Cc1ccc(-n2c(CC#N)n[nH]c2=S)c(C)c1,4,5,-1,4,-17,i,-8,-1,0
CSc1ccc(CN2CCC2(C)C(=O)NCc2ccccc2Br)cc1 (centres undefined),4,-8,-1,7,17,i,1,20,1
CCOC(=O)C1C(=O)CC(C)(O)C(C(=O)OCC)C1c1ccc(NC(C)=O)cc1 (centres undefined),0,1,0,5,-3,i,0,-5,9
Cc1ccc(C2(C)NC(=O)N(CC(=O)Nc3cc(C)on3)C2=O)cc1 (centres undefined),-4,1,-2,9,-6,i,-3,-7,6
O=C(O)/C=C/C(=O)Nc1cccnc1,-9,4,-2,14,12,i,-3,-7,10
CC1CCc2sc3ncn4nc(C(=O)NCc5ccco5)nc4c3c2C1 (centres undefined),1,-3,-2,5,-5,i,-2,38,20
CC(=O)Nc1cncc(-c2ccccc2CO)n1,-7,-2,1,8,1,i,-1,-12,5
COc1ccc(NC(=O)C2=Cc3cccc(OC)c3OC2)cc1,-3,3,-2,9,-10,i,-4,0,-4
Cc1ccccc1C(=O)NNc1ccc([N+](=O)[O-])cc1,-7,2,5,-8,-22,i,0,10,12
Cc1ccc(C(=O)c2ccc([N+](=O)[O-])cc2)c(C)c1,-3,-5,-3,-5,9,i,-3,10,-1
Cc1nn(CCCC(=O)NCc2ccccc2)c(C)c1[N+](=O)[O-],0,2,2,-3,-9,i,2,3,11
O=C(CSc1cn(CC(=O)N2CCCC2)c2ccccc12)NCC1CCCO1 (centres undefined),-8,-2,-3,-9,22,i,3,-4,5

# 3 entries from above, arranged by their value in PABP1 MLLE inh, ascending.
canonical_smiles	PABP1 MLLE inh
Cc1ccc(C2(C)NC(=O)N(CC(=O)Nc3cc(C)on3)C2=O)cc1 (centres undefined)	-6
CCOC(=O)C1C(=O)CC(C)(O)C(C(=O)OCC)C1c1ccc(NC(C)=O)cc1 (centres undefined)	-3
O=C(O)/C=C/C(=O)Nc1cccnc1	12

# New compounds follow.
SMILES,E coli Lon inh,MT1-MMP act inh,Rin1-Abl PPI inh,CendR NRP1 mod,PABP1 MLLE inh,Neddylation inh,MsrA act,FAS-TE inh,SKN-1 block
COC(=O)Nc1ccc(NC(C)=O)cc1,-6,-1,-7,-11,-10,i,-3,-6,15
COCCCn1c(=O)c2ccccc2n(CC(=O)Nc2ccc3c(c2)OCCO3)c1=O,5,3,3,0,-1,i,-2,-4,16
O=c1oc(/C=C/c2ccc([N+](=O)[O-])s2)nc2ccccc12,-82,-27,0,-182,-21,i,-4,2,3
COc1ccc(Cn2nnc3c(=O)[nH]c(C(=O)NCCc4ccc(F)cc4)nc32)cc1OC,-1,2,3,-2,-7,i,-3,-6,7
Cn1c(SCC(=O)N/N=C/c2ccc(O)c(O)c2)nc2ccccc21,-3,13,-2,-42,-8,i,-5,-5,-11
CCOc1cc(/C=C(\C#N)c2nc3ccccc3[nH]2)ccc1OC(C)C(=O)O (centres undefined),-29,1,-2,-10,1,i,-6,-5,-5
COc1cccc(CNC(=O)c2ccc(C)c(NC3=NC4CS(=O)(=O)CC4S3)c2)c1 (centres undefined),-8,0,2,3,-100,i,-3,-4,-12
Nc1ncnc2c1ncn2[C@@H]1O[C@H](C(=O)N[C@@H](CO)c2ccccc2)[C@@H](O)[C@H]1O,-7,0,7,-18,14,i,-11,-8,-14
COc1ccccc1CNC(=O)CN(c1ccc(C)cc1)S(=O)(=O)c1c(C)nn(C)c1C,8,5,-3,-11,-11,i,-2,-3,-6
COc1ccc(CC/C(=N\O)C2(O)CCCCC2)cc1,-13,3,0,-4,1,i,-4,-10,1
CCOC(=O)c1cccc(NC(=O)C2CCCN(S(=O)(=O)c3c(C)n[nH]c3C)C2)c1 (centres undefined),-8,6,2,-12,-4,i,-2,0,4
COc1ccc(Br)cc1-c1noc(-c2ccccc2F)n1,-4,3,0,-5,-39,i,5,4,-5
CC1(C(=O)NCCC#N)CCN1C(=O)c1ccccc1CCc1ccccc1 (centres undefined),-6,1,-2,-8,17,i,-3,-6,7
C[C@H](NC(=O)c1nc[nH]c1C(=O)N(C)Cc1ccccc1)C(=O)OC(C)(C)C,-8,2,2,5,2,i,-3,-6,-12
O=C(COC(=O)C(CO)NS(=O)(=O)c1ccc(Br)cc1)Nc1ccc2c(c1)OCCO2 (centres undefined),-5,-1,-1,10,-7,i,-2,-6,5
COc1ccc(C(=O)CCC(=O)O)c(C)c1,2,1,-2,10,-14,i,1,-6,9
